Rad51 HR inh – blocks human Rad51 in homologous recombination; hRad51 DNA strand exchange, fluorescence dequenching; inhibition, % at 10 µM; 0.085% of 200,000 active; AID 1385;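 active = inhibition above 40% at the single screening dose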;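 also: 0% = DMSO control wells and 100% = blanks with heterologous ssDNA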
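System: hRad51 filaments on single-stranded DNA; reagent: Fluorescein- and BHQ1-tagged 47-mer duplex; compound dosing: one concentration, 10 µM final; timing: filaments 15 min 37 °C, then compound 30 min; measured by: fluorescein emission 520 nm, excitation 485 nm; benchmarks: per-plate controls and blanks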
EP2 modulator – modulators of human EP2 prostaglandin E2 receptor; P43116; EP2-expressing cells, cAMP HTRF FRET, PGE2 co-stimulation; induction, % at 25 µM; 0.83% of 260,000 active;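 active = compounds whose cAMP rise, as percent of the full-agonist control response, exceeds 60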;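 also: rat C6 glioma line stably carrying human EP2 under a CMV promoter; the protocol text gives 20 µM as final concentration; 100% = response of wells given 1 µM PGE2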
Target sequence (P43116 whole entry, looked up): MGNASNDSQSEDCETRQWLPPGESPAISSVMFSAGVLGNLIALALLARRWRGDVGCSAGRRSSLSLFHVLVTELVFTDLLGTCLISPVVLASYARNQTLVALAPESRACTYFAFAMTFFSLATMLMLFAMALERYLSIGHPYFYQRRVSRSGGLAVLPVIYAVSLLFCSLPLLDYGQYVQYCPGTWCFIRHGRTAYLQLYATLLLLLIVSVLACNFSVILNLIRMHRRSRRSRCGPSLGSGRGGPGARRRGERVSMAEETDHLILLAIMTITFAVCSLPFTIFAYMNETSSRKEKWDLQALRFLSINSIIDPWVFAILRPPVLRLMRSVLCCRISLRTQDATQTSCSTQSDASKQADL
zVAD death inh – L929 zVAD cell death inhibition; 0.38% of 220,000 active; viability rescue, % at 10 µM; L929 zVAD necroptosis rescue, ATP luminescence, 24 h; with zVAD 60 µM; AID 1377;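 active = activation, scaled between plate controls, above about 75%, limit read from the data; inactive = activation under that limit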;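 also: 0% = zVAD with DMSO and 100% = DMSO alone without zVAD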
Calpain2 inh – inhibitors of pig calpain II. 0.37% of 220,000 active. AID 1236. purified calpain II, fluorogenic peptide substrate, 30 min. inhibition, % at 16 µM;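 active = inhibition above about 50%, limit read from the data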
Hck Nef HTS – inhibitors of human Hck kinase activated by Nef | inhibition, % at 20 µM | P08631 | AID 463187 | Recombinant Hck-YEEI plus Nef, Z-Lyte FRET kinase assay | 0.68% of 220,000 active;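 active = Hck-Nef kinase inhibition above about 50%, limit read from the data; inactive = inhibition below that limit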;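 also: 0% = DMSO with Hck plus Nef and 100% = Hck alone without Nef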
Target sequence (P08631 whole entry, looked up): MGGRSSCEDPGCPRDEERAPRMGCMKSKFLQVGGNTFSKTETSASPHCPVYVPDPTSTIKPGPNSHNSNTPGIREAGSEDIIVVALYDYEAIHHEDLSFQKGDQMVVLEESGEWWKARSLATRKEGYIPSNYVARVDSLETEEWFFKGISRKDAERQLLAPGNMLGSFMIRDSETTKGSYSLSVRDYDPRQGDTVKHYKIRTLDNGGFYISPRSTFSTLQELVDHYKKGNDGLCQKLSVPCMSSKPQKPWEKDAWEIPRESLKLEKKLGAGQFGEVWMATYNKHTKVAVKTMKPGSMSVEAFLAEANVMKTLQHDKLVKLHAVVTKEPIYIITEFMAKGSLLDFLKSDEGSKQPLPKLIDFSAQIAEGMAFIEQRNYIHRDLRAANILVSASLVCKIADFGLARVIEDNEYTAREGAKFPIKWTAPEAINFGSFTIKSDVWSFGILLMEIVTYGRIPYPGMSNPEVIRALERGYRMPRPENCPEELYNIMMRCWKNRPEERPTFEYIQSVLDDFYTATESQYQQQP
14-3-3 Bad inh – disrupts binding of bovine 14-3-3 zeta to phospho-Bad peptide | P63103 | TR-FRET 14-3-3zeta/Dy647-pBad peptide displacement, 1 h | 0.71% of 220,000 active | inhibition, % at 21.7 µM | AID 781;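 active = inhibition above about 70%, limit read from the data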;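 also: 0% = full 14-3-3 plus peptide FRET controls and 100% = background without 14-3-3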
PGE2 EP2 inh – inhibitors of human EP2 prostaglandin E2 receptor. C6 glioma cells expressing human EP2, cAMP TR-FRET; cells stimulated with saturating PGE2. inhibition, % at 25 µM. 0.52% of 260,000 active;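 active = percent inhibition above 40 after rounding to a whole number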;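 also: rat C6 glioma host cells with rolipram phosphodiesterase inhibitor present; the protocol text gives 20 µM as final concentration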
eIF4E 4G PPI – eIF4E/eIF4G interaction inhibition in translation initiation; P63073+Q04637; TR-FRET eIF4E-eIF4GI(517-606) binding, 2 h; inhibition, % at 21.7 µM; 0.37% of 220,000 active; AID 782;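 active = inhibition above about 30%, limit read from the data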;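 also: 0% = full FRET control wells and 100% = background wells lacking eIF4GI fragment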
TbHK1 inh – blocks Trypanosoma brucei hexokinase 1 activity; recombinant TbHK1, G6PDH-coupled NADH A340; inhibition, % at 10 µM; 0.11% of 220,000 active;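 active = inhibition of 50% or more in the single-dose primary screen; inactive = inhibition below 50%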
Numbers without * were called inactive; x = not tested or not shown; & = joins results of further samples; [ ] = remark or other dose.

Values run as follows: Rad51 HR inh, EP2 modulator, zVAD death inh, Calpain2 inh, Hck Nef HTS, 14-3-3 Bad inh, PGE2 EP2 inh, eIF4E 4G PPI, TbHK1 inh
1: CCCNC(=S)N1CCN(CC)CC1
  2, 21, 1.2, -4, 4, -23[fluorescence artefact?], 8, 1, 3
2: COc1ccc(CN(Cc2cccnc2)C(=S)NCCc2ccccc2)cc1OC
  2, -2, 0.7, -12, 0, -8, 2, -3, -3
3: CCNc1nc(NCC)nc(Nn2cnnc2)n1
  1, 12, 0.7, -12, 2, -10[fluorescence artefact?], 7, -2[fluorescence artefact?], -1
4: Cc1cc(C)c(NC(=O)CS(=O)CC(=O)NCC2CCCO2)c(C)c1 (stereo not given)
  5, 17, -0.2, -1, -20, 7, 6, 6, 5
5: N#CC1=C(N)NC(SCc2ccccc2)=C(C#N)C12CCCCC2
  x, -45, 1.0, 38, 1, 1, x, 7, 0
6: COc1ccc(/C=C(\C#N)C(=O)OCC(=O)NCc2ccccc2Cl)cc1
  x, -13, 2.5, 13, 29, 32, 7, 11, -30
7: CC(NC(=O)C1CCC1)c1ccc2c(c1)OCO2 (stereo not given)
  3, 23, 2.5, -23, -9, -3, 4, -1[fluorescence artefact?], 2
8: CCOc1ccc(N2CC(C(=O)NCc3ccc(F)cc3)CC2=O)cc1 (stereo not given)
  -5, 2, 0.7, -34, -1, 3[fluorescence artefact?], 5, -14, 3
9: COc1cc(Sc2ccc(C)cc2)c(OC)cc1N
  3, 28, -0.2, 26, -1, 76*, 13, -2, -1
10: Cc1ccc(O)c(-c2cc(C(=O)Nc3ccc(S(=O)(=O)N4CC(C)OC(C)C4)cc3)[nH]n2)c1 (stereo not given)
  -1, -11, 0.6, -56, 0, -2, 13, -11, -15

Among those listed so far, two contain a cyano group:
Values run as follows: Rad51 HR inh, EP2 modulator, zVAD death inh, Calpain2 inh, Hck Nef HTS, 14-3-3 Bad inh, PGE2 EP2 inh, eIF4E 4G PPI, TbHK1 inh
5: N#CC1=C(N)NC(SCc2ccccc2)=C(C#N)C12CCCCC2
  x, -45, 1.0, 38, 1, 1, x, 7, 0
6: COc1ccc(/C=C(\C#N)C(=O)OCC(=O)NCc2ccccc2Cl)cc1
  x, -13, 2.5, 13, 29, 32, 7, 11, -30

The list goes on.
Values run as follows: Rad51 HR inh, EP2 modulator, zVAD death inh, Calpain2 inh, Hck Nef HTS, 14-3-3 Bad inh, PGE2 EP2 inh, eIF4E 4G PPI, TbHK1 inh
11: C=CCSC1=N/C(=C\c2ccc(C)o2)C(=O)S1
  -6, 31, 0.9, 22, -2, -11, 17, 0, -3
12: Cc1nn(-c2cccc(Cl)c2)nc1C(=O)O
  1, 11, 0.2, -17, 0, -20, 5, -1, -3
13: COc1ccc2ccccc2c1CNc1nnnn1C
  2, -18, -1.0, -3, 17, 3, 6, 3, -2
14: COc1ccc(NC(=O)Nc2ncn(Cc3cccc(C(F)(F)F)c3)n2)cc1OC
  -2, -43, 0.6, -29, 12, -4, 1, -6, -7
15: CC(CC(=O)NCC1CCCO1)c1ccccc1 (stereo not given)
  3, -6, 0.7, -16, 0, 2, 10, -1, -4
16: CCOC(=O)C(C)Oc1ncnc2cccc(F)c12 (stereo not given)
  15, 6, 1.5, -17, 13, -3, 5, -1, 1
17: CN1CCN(NC(=O)c2ccc(Cl)cc2Cl)CC1
  -5, -2, 0.4, -4, 1, 3, 2, 12, 8
18: CC(C)=CCC/C(C)=C/C(=O)O
  -5, 22, 0.2, 3, 33, -1, 16, -21, -9
19: Cc1c(N/C(=N/S(=O)(=O)c2ccc(F)cc2)c2ccccc2)c(=O)n(-c2ccccc2)n1C
  x, 4, 0.2, 29, 1, 9, -1, -2, -6
20: Cc1nnc(SCC(=O)N(C)C2CCS(=O)(=O)C2)n1Cc1ccccc1 (stereo not given)
  6, 29, 11, -28, 14, -3, 11, 1, -1
21: CCOC(=O)c1[nH]c2ccc(OC)cc2c1NC(=O)c1nonc1C
  -7, 10, -0.1, -40, -1, x, 7, x, -1
22: Cc1cc(Br)ccc1NC(=O)C(C)c1ccc([N+](=O)[O-])cc1 (stereo not given)
  6, -36, -0.2, 24, 0, -12, 3, -3[fluorescence artefact?], 30
23: C=CCOc1ccc(CNc2nccs2)cc1
  -6, 29, -1.1, 21, -6, 1, 14, 3, -2
24: Cc1cc(C)c(S(=O)(=O)N2CCCCC2)c(C)c1N(C)S(=O)(=O)c1ccccc1
  4, -1, 0.7, 30, -2, -1, 26, -3, 4
25: OC(CNCC1COc2ccccc2O1)COCc1cccs1 (stereo not given)
  -4, 17, -0.1, -6, -1, 9, 10, -1, 5
26: O=C(Nc1ccc2oc(-c3ccccc3)nc2c1)c1ccc2c(c1)OCCO2
  -4, -38, 2.9, -40, 5, 29, 7, -5, 4
27: Cc1ccc2[nH]c(=O)c(CN(CC3CCCO3)C(=O)c3ccncc3)cc2c1 (stereo not given)
  7, 0, -1.2, -54, 4, 1, 13, 8, -15
28: COCCCNC(=S)NC(=O)c1ccc(C)cc1
  3, -8, 0.1, 3, 5, -5[fluorescence artefact?], 4, 8, 0
29: S=C(NCc1ccccc1)N1CCCCC1
  0, 21, 2.1, -3, 20, -14, 5, 0, 5
30: CCC(C)NC(=O)c1cnn2c1NC(c1ccc3c(c1)OCO3)CC2C(F)(F)F (stereo not given)
  -9, 18, 0.5, -22, 0, -6, 4, -1, 6
31: COc1ccc(NC(=O)C2CC(=O)n3cnnc3S2)cc1 (stereo not given)
  -1, 33, -0.6, -27, -3, 1[fluorescence artefact?], 15, 13, 0
32: CCCC(=O)OCC(=O)NCc1ccc(Cl)cc1
  -2, 30, -0.4, 6, -5, -5, 12, -1, -1
33: CCOC(=O)c1c(-c2ccc(OC)cc2)csc1NC(=O)COc1ccc2c(C)cc(=O)oc2c1
  -12, -5, 0.3, -14, 12, 10, 8, -1, -32
34: O=C(O)c1ccc2c(c1)N(Cc1cccc(F)c1)C(=O)CS2
  1, 20, -0.6, 10, 4, 0, 13, 4, -5
35: Cc1cc(C)cc(-n2c(=O)c3sccc3n(CC(=O)NCc3ccco3)c2=O)c1
  -2, 13, -0.1, 12, 2, 1, 3, 4, 8
36: COc1ccc(N2C(=O)CC(SCC(=O)O)C2=O)cc1 (stereo not given)
  0, 25, 0.0, -13, 10, -6, 0, -1, -3
37: CCOC(=O)CSc1nc2c(sc3ccc([N+](=O)[O-])cc32)c(=O)n1Cc1ccco1
  2, 9, 0.1, 6, 3, 6, 9, 0, -7
38: O=C1CN(C(=O)CSc2nnc(C3CC3)n2-c2ccccc2)c2ccccc2N1
  4, -1, -0.2, 27, 0, 1[fluorescence artefact?], 7, -2, -2
39: CC1CCc2c(C(=O)Nc3ccc(N4CCOCC4)cc3)csc2C1 (stereo not given)
  x, -1, 6.0, -25, -5, 5, 4, 8, -12
40: COc1ccc2nc(C)c3c(c2c1)OC(C(C)(Cl)Br)C3 (stereo not given)
  5, 38, -0.9, -19, 22, 3, 5, -1, -11
41: CCOc1cc(C(N)=O)cc(Cl)c1OCc1ccccc1
  10, 49, 1.3, 6, 1, -3, 5, 1, 3
42: Cc1ccc(/C=N/NC(=O)C2CCN(Cc3ccc(F)cc3Cl)CC2)o1
  -3, -37, 0.2, -2, 0, -9, 16, 5, -10
43: O=C(Nc1cccnc1)c1cccc(S(=O)(=O)N2CCc3ccccc32)c1
  19, -70, 1.0, 7, 18, -16, 1, 2, -2
44: Cc1ccc(S(=O)(=O)N2CCCCC2)cc1NC(=O)COC(=O)Cc1ccc(Cl)cc1
  -21, -26, 0.1, 27, 2, 16, 4, 11, -1
45: O=C(N/N=C/c1ccc(O)cc1)/C(=C/c1ccc([N+](=O)[O-])cc1)NC(=O)c1ccccc1
  -5, -46, -0.1, -3, -1, x, 6, x, -27
46: O=c1c2ccccc2nc2c3ccccc3c(NCc3ccccn3)nn12
  11, -4, 2.4, -228, -4, 17, 6, 2, -10
47: CC(C)C(=O)Nc1ccc(S(=O)(=O)Nc2nccc(/C=C/c3ccccc3)n2)cc1
  12, -1, 1.9, 11, -2, 2, -2, 1[fluorescence artefact?], -10
48: Clc1ccc(N2N=C(c3cccs3)CC2c2ccco2)cc1 (stereo not given)
  13, 34, 0.5, -118, 22, -9, 10, -5, -5
49: CCCCN(CC)S(=O)(=O)c1ccc(C(=O)Nc2nnc(-c3cccs3)o2)cc1
  0, 35, 0.6, -44, -2, -1, 14, 2, 10
50: CCNc1nc(C)c(CN(C(C)=O)c2ccccc2)nc1C#N
  x, 3, 0.1, 15, 23, 0[fluorescence artefact?], 12, 1, -4

Just TbHK1 inh, for some of the entries so far:
| # | mol | TbHK1 inh |
| --- | --- | --- |
| 47 | CC(C)C(=O)Nc1ccc(S(=O)(=O)Nc2nccc(/C=C/c3ccccc3)n2)cc1 | -10 |
| 50 | CCNc1nc(C)c(CN(C(C)=O)c2ccccc2)nc1C#N | -4 |

Look-ups from above.
#43 in Hck Nef HTS is entered as 18
#46 in eIF4E 4G PPI is entered as 2

The listing continues.
Values run as follows: Rad51 HR inh, EP2 modulator, zVAD death inh, Calpain2 inh, Hck Nef HTS, 14-3-3 Bad inh, PGE2 EP2 inh, eIF4E 4G PPI, TbHK1 inh
51: O=C(OCc1ccccc1)c1cn(-c2ccccc2)nc1-c1ccncc1
  1, 23, 0.0, 32, 1, 4[fluorescence artefact?], 6, 0, -4
52: CC(C)(C)C(=O)NC(=S)NNC(=O)c1sc2ccccc2c1Cl
  x, -99, 8.1, -20, 1, 3[fluorescence artefact?], 29, 0, -5
53: CN(C)S(=O)(=O)N1CCCN(S(=O)(=O)N(C)C)CC1
  -8, 9&-6, 0.7, -2, 0, -1, 4&12, 4[fluorescence artefact?], 4
54: Cc1ccc(NC(=O)C2CCCN(S(=O)(=O)c3cccs3)C2)cc1 (stereo not given)
  3, 20, 0.1, 27, -1, 0, 19, 7, 7
55: CCOC(=O)c1c(CN2CCN(Cc3ccccc3)CC2)n(C)c2cc(Br)c(OC)cc12
  3, 38, -1.3, -16, 2, -7, 13, 3, -9
56: Cc1nn(C)c(=S)n1-c1ccc(Cl)cc1
  -6, 20, -1.0, 14, -15, -3, 3, 2, 7
57: CC(=O)C1=C(O)C(=O)N(c2ccc(C)cc2)C1c1ccccn1 (stereo not given)
  -8, 27&4, -0.5, -1, 6, 25, 15&14, 0, -19
58: CCc1cc2c(N3CCN(c4ccccc4)CC3)ncnc2s1
  -1, -23, 0.4, 26, 10, -5, 12, -1, 10
59: Fc1ccccc1NC(=S)NCc1ccc2c(c1)OCO2
  x, -9, -0.2, -5, 9, 1[fluorescence artefact?], 7, 1, -1
60: Cc1cccc(Oc2ncnc(N)c2[N+](=O)[O-])c1
  -8, 13, 0.6, 6, 0, -3, 4, -2, -2
61: O=C(NC(=S)NNC(=O)c1cccs1)c1ccco1
  x, -13, -0.1, 10, -1, -9, x, -4, -21
62: O=C(Cn1cnc2ccccc2c1=O)NCc1ccc2c(c1)OCO2
  1, 3, 0.5, 26, -1, 9, 13, -14, -3

Compound activity as filed in PubChem.

An excerpt; the hit share may differ from the screen's.
